Screens deposited in PubChem BioAssay by Broad Institute.
NSD2 block – NSD2 (human) methyltransferase inhibition; hit rate 0.07% among 44,000; NSD2-SET H3K36me1 DELFIA fluorescence, biochemical; inhibition, % at 12.5 µM; AID 624260; in the data active = inhibition above about 54%, passing the limit was not always enough;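 note: inhibitors reduce the monomethyl H3K36 fluorescence signal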
* marks the source's active call; other numbers are inactive results.

For C[C@@H]1CCCCO[C@H](CN(C)C(=O)Cc2ccccc2)[C@H](C)CN([C@@H](C)CO)C(=O)c2cc(N(C)C)ccc2O1 the results were NSD2 block -3.
Screening CCC(=O)N(C)C[C@@H]1Oc2cc(C#CC3CC3)ccc2S(=O)(=O)N([C@@H](C)CO)C[C@H]1C returned NSD2 block -3.
Screening Cc1noc(C)c1NC(=O)N(C)C[C@H]1OCCCC[C@@H](C)Oc2ccc(NC(=O)c3ccncc3)cc2C(=O)N([C@@H](C)CO)C[C@H]1C returned NSD2 block -7.
COc1ccc(NC(=O)Nc2ccc3c(c2)C(=O)N([C@@H](C)CO)C[C@@H](C)[C@@H](CN(C)C)O3)cc1 was read as NSD2 block 0.
`C[C@@H]1CN([C@H](C)CO)C(=O)c2cccc(NS(=O)(=O)c3cccs3)c2O[C@@H]1CN(C)Cc1ccc(Cl)c(Cl)c1` gave NSD2 block -3.
CCCN(C)C[C@@H]1Oc2cc(-c3ccccc3C)ccc2S(=O)(=O)N([C@H](C)CO)C[C@@H]1C was read as NSD2 block 1.
Cc1noc(C)c1S(=O)(=O)N(C)C[C@H]1OCCCC[C@@H](C)Oc2ccc(NC(=O)NC(C)C)cc2C(=O)N([C@H](C)CO)C[C@@H]1C was read as NSD2 block 3.
For CCCN(C)C[C@@H]1Oc2cc(C#CCc3ccccc3)ccc2S(=O)(=O)N([C@H](C)CO)C[C@@H]1C the results were NSD2 block 18.
C[C@H](CO)N1C[C@H](C)[C@H](CN(C)S(C)(=O)=O)OCCCC[C@H](C)Oc2ccc(NS(=O)(=O)c3ccccc3)cc2C1=O was read as NSD2 block 3.
`Cc1ccc(S(=O)(=O)Nc2ccc3c(c2)CC(=O)N([C@H](C)CO)C[C@@H](C)[C@H](CN(C)Cc2ccc(C(F)(F)F)cc2)O3)cc1` gave NSD2 block -8.
Screening C[C@H]1CCCCO[C@H](CN(C)C(=O)Nc2ccc(C(F)(F)F)cc2)[C@@H](C)CN([C@@H](C)CO)C(=O)c2cc(NS(C)(=O)=O)ccc2O1 returned NSD2 block -8.
For COc1c(C(C)C)oc2cc3oc(=O)ccc3cc12 the results were NSD2 block -3.
`C[C@H]1CN([C@@H](C)CO)C(=O)CCCn2nncc2CO[C@H]1CN(C)Cc1ccc2cccnc2c1` gave NSD2 block 0.
C[C@H]1CN([C@@H](C)CO)C(=O)c2cccc(NS(=O)(=O)c3cccs3)c2O[C@@H]1CN(C)S(=O)(=O)c1ccc(Cl)cc1 was read as NSD2 block 0.
For Cc1ccc(S(=O)(=O)N(C)C[C@H]2Oc3ccc(NC(=O)CCCCCC(=O)Nc4ccccc4N)cc3C(=O)N([C@@H](C)CO)C[C@@H]2C)cc1 the results were NSD2 block -2.
O=C(N/N=C/c1ccoc1)c1ccccn1 was read as NSD2 block 0.
`COc1ccc([C@@]2(O)c3c(ccc(/C=C/C4(C)CCC(C)(C)CO4)c3O)NC(=O)[C@@H]2OC)cc1` (stereo partly specified) gave NSD2 block -7.
C[C@H]1CCCCO[C@@H](CN(C)C(=O)Nc2ccc(F)cc2)[C@@H](C)CN([C@@H](C)CO)C(=O)c2cc(NC(=O)C3CCCCC3)ccc2O1 was read as NSD2 block -3.
C[C@H]1CN([C@@H](C)CO)C(=O)Cc2cc(NC(=O)Nc3ccc4c(c3)OCO4)ccc2O[C@H]1CN(C)Cc1ccccc1 was read as NSD2 block 0.
Screening C[C@@H]1CCCCO[C@H](CN(C)C)[C@H](C)CN([C@@H](C)CO)C(=O)c2cc(NC(=O)c3ccncc3)ccc2O1 returned NSD2 block -92.
For C[C@H](CO)N1C[C@H](C)[C@H](CN(C)S(=O)(=O)c2ccc(Cl)cc2)Oc2c(NC(=O)Nc3ccc4c(c3)OCO4)cccc2C1=O the results were NSD2 block -5.
C[C@H](CO)N1C[C@H](C)[C@H](CN(C)C(=O)c2ccncc2)Oc2ncc(C#CC3CCCCC3)cc2C1=O was read as NSD2 block 0.
`C[C@H]1CN([C@@H](C)CO)C(=O)Cc2cc(NC(=O)CCCN(C)C)ccc2O[C@@H]1CN(C)Cc1ccc(-c2ccccc2)cc1` gave NSD2 block 3.
Screening C[C@H](CO)N1C[C@H](C)[C@H](CN(C)Cc2ccccc2)OCc2ccccc2-c2ccccc2C1=O returned NSD2 block 2.
`C[C@@H]1CCCCO[C@@H](CN(C)CC2CCCCC2)[C@@H](C)CN([C@@H](C)CO)C(=O)c2cc(NC(=O)NC3CCCCC3)ccc2O1` gave NSD2 block 0.
Screening Cc1ccc(S(=O)(=O)Nc2ccc3c(c2)CC(=O)N([C@@H](C)CO)C[C@@H](C)[C@H](CN(C)S(=O)(=O)c2cccs2)O3)cc1 returned NSD2 block 2.
COc1cccc(S(=O)(=O)N(C)C[C@@H]2OCc3cnnn3CCCC(=O)N([C@@H](C)CO)C[C@H]2C)c1 was read as NSD2 block 1.
For C[C@H](CO)N1C[C@H](C)[C@@H](CN(C)Cc2ccc(Cl)c(Cl)c2)Oc2ccc(N(C)C)cc2CC1=O the results were NSD2 block -9.
CCCNC(=O)C[C@@H]1C[C@@H]2c3cc(NS(=O)(=O)c4cccc(OC)c4)ccc3O[C@@H]2[C@@H](CO)O1 was read as NSD2 block -1.
C[C@@H]1CN([C@H](C)CO)C(=O)c2cc(C#CC3CCCCC3)cnc2O[C@H]1CN(C)C(=O)Nc1ccccc1 was read as NSD2 block -5.
C[C@@H]1CN([C@@H](C)CO)C(=O)Cc2cc(N(C)C)ccc2O[C@H]1CN(C)Cc1ccc(-c2ccccc2)cc1 was read as NSD2 block 6.
`COCC(=O)N(C)C[C@H]1Oc2ncc(C#C[C@H](C)O)cc2C(=O)N([C@H](C)CO)C[C@H]1C` gave NSD2 block 13.
`O=c1oc2ccccc2cc1O` gave NSD2 block 2.
For COc1ccc(CNC(=O)C[C@@H]2CC[C@H](NC(=O)CN(C)C)[C@@H](CO)O2)cc1 the results were NSD2 block 1.
C[C@@H]1CCCCO[C@@H](CN(C)C(=O)Nc2ccccc2)[C@@H](C)CN([C@@H](C)CO)C(=O)c2cc(NC(=O)Nc3cccc4ccccc34)ccc2O1 was read as NSD2 block 0.
For O=C(CCCCCCC(=O)Nc1ccccc1O)N/N=C/[C@H](O)[C@@H](O)[C@H](O)[C@H](O)CO the results were NSD2 block 3.
For COc1ccc(S(=O)(=O)Nc2ccc3c(c2)C(=O)N([C@H](C)CO)C[C@@H](C)[C@@H](CN(C)S(=O)(=O)c2cccs2)O3)cc1 the results were NSD2 block -1.
`Cc1cc(C(=O)Nc2cccc3c2O[C@H](CN(C)C(=O)Nc2c(C)noc2C)[C@H](C)CN([C@H](C)CO)C3=O)n(C)n1` gave NSD2 block -1.
`C=CCN1C(=O)[C@]2(O[C@H](CCO)[C@@H]([Si](C)(C)c3ccc(OC)cc3)[C@@H]2C)c2cc(N3CCOC3=O)ccc21` gave NSD2 block -4.
C[C@@H]1CN([C@H](C)CO)C(=O)c2cccc(N(C)C)c2O[C@H]1CN(C)S(=O)(=O)c1ccc(Cl)cc1 was read as NSD2 block -1.
For CC(C)NC(=O)N(C)C[C@H]1Oc2ncc(C#CCc3ccccc3)cc2C(=O)N([C@H](C)CO)C[C@H]1C the results were NSD2 block 2.
C[C@H](CO)N1C[C@H](C)[C@H](CN(C)C(=O)Nc2ccc(F)cc2)Oc2ncccc2C1=O was read as NSD2 block 2.
For C[C@@H]1CN([C@@H](C)CO)C(=O)c2cc(NS(=O)(=O)c3ccc(Cl)cc3)ccc2O[C@@H]1CN(C)Cc1ccc(C(=O)O)cc1 the results were NSD2 block 0.
`COC(=O)C[C@@H]1C=C[C@H](NC(=O)c2ccccc2)[C@H](CO)O1` gave NSD2 block 4.
Screening O=C1CC(c2ccc(O)cc2)Oc2cc(O)cc(O)c21 (stereo unspecified) returned NSD2 block 7.
`C[C@H](CO)N1C[C@H](C)[C@H](CN(C)C(=O)Nc2ccc(F)cc2)OCCCC[C@H](C)Oc2ccc(NS(=O)(=O)c3ccccc3)cc2C1=O` gave NSD2 block 1.
Cc1noc(C)c1NC(=O)Nc1ccc2c(c1)CC(=O)N([C@@H](C)CO)C[C@H](C)[C@@H](CN(C)Cc1ccccc1)O2 was read as NSD2 block 2.
`C[C@H]1CN([C@@H](C)CO)S(=O)(=O)c2ccc(-c3ccccc3)cc2O[C@H]1CN(C)C` gave NSD2 block 26.
COCC(=O)N(C)C[C@H]1Oc2cc(C#CCC(C)C)ccc2S(=O)(=O)N([C@@H](C)CO)C[C@H]1C was read as NSD2 block -8.
C[C@H]1CN([C@@H](C)CO)C(=O)c2cc(NS(=O)(=O)c3cccs3)ccc2O[C@H]1CN(C)S(=O)(=O)c1ccc(F)cc1 was read as NSD2 block inactive.
`Cc1c(O)c(=O)n(-c2ccccc2)n1C` gave NSD2 block -3.
For COc1ccc(S(=O)(=O)N(C)C[C@H]2OCCCC[C@H](C)Oc3ccc(NS(=O)(=O)c4ccc(C)cc4)cc3C(=O)N([C@@H](C)CO)C[C@@H]2C)cc1 the results were NSD2 block -3.
Screening Cc1ccc(-c2cnc3c(c2)C(=O)N([C@@H](C)CO)C[C@H](C)[C@H](CN(C)C(=O)c2ccncc2)O3)cc1 returned NSD2 block -2.
C[C@@H]1CN([C@@H](C)CO)C(=O)c2cc(NS(C)(=O)=O)ccc2O[C@@H]1CN(C)S(C)(=O)=O was read as NSD2 block 1.
For Cc1ccc(S(=O)(=O)NC2CCN(Cc3cccc(OCCO)c3)CC2)cc1 the results were NSD2 block -1.
`O=C(C[C@H]1CC[C@@H](NC(=O)NC2CCCCC2)[C@@H](CO)O1)NCc1ccccc1` gave NSD2 block 3.
For C[C@H](CO)N1C[C@H](C)[C@H](CN(C)C(=O)C2CC2)Oc2ncc(C#CC(C)(C)O)cc2C1=O the results were NSD2 block 11.
For C[C@@H]1CCCCO[C@@H](CN(C)C(=O)Nc2ccc(F)cc2)[C@@H](C)CN([C@H](C)CO)C(=O)c2cc(NS(=O)(=O)c3cccs3)ccc2O1 the results were NSD2 block -4.
For C[C@H]1CN([C@@H](C)CO)C(=O)Cc2cc(NS(=O)(=O)c3ccccc3)ccc2O[C@@H]1CN(C)C(=O)Nc1ccccc1 the results were NSD2 block -5.
`CC#CC#C/C=C1\C=CC2(OC=CC2OC(=O)C=C(C)C)O1` (stereo unspecified) gave NSD2 block -6.
Screening C[C@@H]1CN([C@H](C)CO)C(=O)c2cc(C#Cc3ccccc3)cnc2O[C@H]1CN(C)C(=O)c1ccccc1 returned NSD2 block 0.
C[C@H]1CN([C@@H](C)CO)C(=O)c2cccc(NC(=O)Nc3ccc(F)cc3)c2O[C@@H]1CN(C)S(C)(=O)=O was read as NSD2 block 1.
For O=C(Nc1ccc2c(c1)[C@@H]1C[C@H](CC(=O)N3CCCCC3)O[C@@H](CO)[C@@H]1O2)c1cccnc1 the results were NSD2 block -2.
For CCCC#Cc1ccc2c(c1)O[C@@H](CN(C)C(=O)c1ccccc1F)[C@H](C)CN([C@H](C)CO)S2(=O)=O the results were NSD2 block 3.
Screening Cc1noc(C)c1S(=O)(=O)N(C)C[C@H]1Oc2ccc(NC(=O)NC3CCCCC3)cc2CC(=O)N([C@@H](C)CO)C[C@@H]1C returned NSD2 block 4.
Cc1nc(-c2ccccc2)sc1-c1nnc(-c2cccc3ccccc23)o1 was read as NSD2 block 6.
Screening Cc1noc(C)c1NC(=O)N(C)C[C@@H]1Oc2ccc(NC(=O)CCN3CCOCC3)cc2CC(=O)N([C@H](C)CO)C[C@@H]1C returned NSD2 block 3.
Screening COc1ccc(S(=O)(=O)Nc2ccc3c(c2)CC(=O)N([C@@H](C)CO)C[C@H](C)[C@H](CN(C)Cc2ccncc2)O3)cc1 returned NSD2 block -2.
For COCC(=O)N(C)C[C@@H]1Oc2cc(C3=CCCCC3)ccc2S(=O)(=O)N([C@@H](C)CO)C[C@@H]1C the results were NSD2 block -1.
C[C@H]1CN([C@@H](C)CO)C(=O)Cc2cc(NS(=O)(=O)c3cccs3)ccc2O[C@@H]1CN(C)S(=O)(=O)c1cccs1 was read as NSD2 block 5.
C[C@H]1CCCCO[C@H](CN(C)C(=O)Nc2ccc3c(c2)OCO3)[C@@H](C)CN([C@@H](C)CO)C(=O)c2cc(NC(=O)c3ccccc3)ccc2O1 was read as NSD2 block -2.
Screening C[C@H]1CN([C@@H](C)CO)S(=O)(=O)c2ccc(/C=C/c3ccccc3)cc2O[C@H]1CN(C)C(=O)CN1CCOCC1 returned NSD2 block -3.

In the list so far, these have an aryl methoxy group.
COc1ccc(NC(=O)Nc2ccc3c(c2)C(=O)N([C@@H](C)CO)C[C@@H](C)[C@@H](CN(C)C)O3)cc1 was read as NSD2 block 0.
For COc1c(C(C)C)oc2cc3oc(=O)ccc3cc12 the results were NSD2 block -3.
`COc1ccc([C@@]2(O)c3c(ccc(/C=C/C4(C)CCC(C)(C)CO4)c3O)NC(=O)[C@@H]2OC)cc1` (stereo partly specified) gave NSD2 block -7.
COc1cccc(S(=O)(=O)N(C)C[C@@H]2OCc3cnnn3CCCC(=O)N([C@@H](C)CO)C[C@H]2C)c1 was read as NSD2 block 1.
CCCNC(=O)C[C@@H]1C[C@@H]2c3cc(NS(=O)(=O)c4cccc(OC)c4)ccc3O[C@@H]2[C@@H](CO)O1 was read as NSD2 block -1.
For COc1ccc(CNC(=O)C[C@@H]2CC[C@H](NC(=O)CN(C)C)[C@@H](CO)O2)cc1 the results were NSD2 block 1.
For COc1ccc(S(=O)(=O)Nc2ccc3c(c2)C(=O)N([C@H](C)CO)C[C@@H](C)[C@@H](CN(C)S(=O)(=O)c2cccs2)O3)cc1 the results were NSD2 block -1.
`C=CCN1C(=O)[C@]2(O[C@H](CCO)[C@@H]([Si](C)(C)c3ccc(OC)cc3)[C@@H]2C)c2cc(N3CCOC3=O)ccc21` gave NSD2 block -4.
For COc1ccc(S(=O)(=O)N(C)C[C@H]2OCCCC[C@H](C)Oc3ccc(NS(=O)(=O)c4ccc(C)cc4)cc3C(=O)N([C@@H](C)CO)C[C@@H]2C)cc1 the results were NSD2 block -3.
Screening COc1ccc(S(=O)(=O)Nc2ccc3c(c2)CC(=O)N([C@@H](C)CO)C[C@H](C)[C@H](CN(C)Cc2ccncc2)O3)cc1 returned NSD2 block -2.

These rows are one share of the data (hit frequency here may not be typical).
